Growth percent in the NCI-60 one-dose screen (48 h, 10 µM unless noted): 100 = growth as untreated, 0 = no growth, -100 = all killed.
OVCAR-3: OVCAR-3 ovarian cancer | hit rate 7% among 79,000 | AID 1794787
OVCAR-4: OVCAR-4 ovarian cancer cells. hit rate 3.7% among 80,000. AID 1794784
NCI-H23: NCI-H23 lung cancer | hit rate 4% among 80,000 | AID 1794731
IGROV1: IGROV1 ovarian cancer; hit rate 4.7% among 79,000; AID 1794786
SK-OV-3: SK-OV-3 ovarian cancer cells. hit rate 3.2% among 80,000
OVCAR-5: OVCAR-5 ovarian cancer. hit rate 2.9% among 82,000
OVCAR-8: OVCAR-8 ovarian cancer | AID 1794782 | hit rate 4.4% among 81,000
NCI-H522: NCI-H522 lung cancer; hit rate 8% among 78,000
NCI/ADR-RES: NCI/ADR-RES ovarian cells | hit rate 4.4% among 81,000
Starred values were filed as active, the others as inactive; nt = not tested or not shown. Rule for the calls: active = growth percent below 10; inactive = the rest.

SMILES	OVCAR-3	OVCAR-4	NCI-H23	IGROV1	SK-OV-3	OVCAR-5	OVCAR-8	NCI-H522	NCI/ADR-RES
COc1ccc(/C=C/C(=O)c2ccc(S(=O)(=O)NCCNc3nc(N(C)C)nc(N4CCOCC4)n3)cc2)cc1	100	94	98	99	101	95	98	65	90
N#Cc1ccc(SSc2ccc(C#N)cc2)cc1	105	92	96	95	112	97	107	91	99
Clc1nc2ccc(Br)cc2cc1-c1nc2ccccc2s1	96	67	94	88	95	101	100	100	104
COc1ccc(/C=C/C(=O)c2c(O)c(C)c(O)c3c2OC2=CC(O)=C(C(C)=O)C(=O)[C@]23C)cc1	-21*	12	-33*	-8.1*	-25*	8.0*	-15*	-32*	-14*
O=C(Oc1ccc2ccccc2c1)c1ccccc1	100	102	112	112	109	104	106	nt	110
COc1ccc(-c2ccc(-c3ccc(C(=N)N)cn3)s2)cc1OC	109	96	94	101	nt	103	102	100	108
Nc1nnc(-c2ccc(Nc3nccc(Cl)n3)cc2)s1	95	108	88	81	89	101	106	97	104
Cc1cc(=O)n(C(=O)Nc2cc(Cl)ccc2O)c2cc(O)ccc12	118	122	97	98	91	100	94	94	106
O=C(Nc1cc(Cl)cc(Cl)c1)Nc1cccc(Cn2c(=O)[nH]c3ccc(Oc4ncccn4)cc3c2=O)c1	51	34	43	47	87	80	51	42	95
CCN(CC)CCCC(C)Nc1c(C)cnc2cc(Cl)c(C)cc12 (centres undefined)	93	85	92	96	99	98	96	82	93
N#Cc1ccc(C(=O)CSc2nccc(Nc3ccc(S(N)(=O)=O)cc3)n2)cc1	109	107	96	98	106	107	102	91	94
COC(=O)/C=C/C(N)=O	102	111	99	105	104	97	111	88	105
CCOC(=O)c1ccc(Nc2nc(/C=C/c3ccc(OC)cc3)nc3ccccc23)cc1	101	96	92	98	99	107	93	78	93
CCN1C(=O)N(CC)C2NN3C(=O)C=C(c4ccccc4)SC3=NC21 (centres undefined)	109	90	97	109	107	110	91	93	87
O=c1c2cc(-c3ccc(F)cc3F)ccc2n(O)c(=O)n1-c1cccc(C(F)(F)F)c1	nt	32	-2.8*	21	-14*	42	12	-14*	3.2*
COc1cc(O)c(C(=O)O)c(OC)c1	112	108	97	106	116	106	102	97	103
C=C(C)C(=O)N1CCN(C(=O)C(=C)C)c2ccccc21	115	102	95	109	119	91	96	100	103
COc1cc(-c2nn(-c3ccc(C)cc3)cc2C(=O)O)ccc1O	93	109	89	94	94	113	99	79	94
O=C(OCCCCOC(=O)c1ccccc1)c1ccccc1	106	nt	90	111	nt	89	95	88	94
Cc1cnc(CSc2nc(-c3ccc(F)cc3)cn2-c2ccc(Cl)cc2)c(C)c1	94	89	86	98	97	96	101	59	94
Nc1nc(N)c2c(n1)NC(c1sc(Cl)nc1Cl)CC(c1ccccc1)=N2 (centres undefined)	40	94	76	51	74	77	61	9.1*	nt
COc1cc(C(=O)OC(C)CN2CCOCC2)cc(OC)c1OC (centres undefined)	128	109	99	100	111	95	97	83	95
OC(COc1ccc(Cl)cc1)CN1CCCCC1 (centres undefined)	136	114	107	121	105	108	121	125	105
c1ccc(CN(N=C(c2ccccc2)c2ccccc2)c2ccccc2)cc1	95	79	82	68	95	101	99	76	101
N#CCCNCCNCCC#N	108	107	99	103	103	102	106	101	104

Profiles, looked up by structure. Values in the order: OVCAR-3, OVCAR-4, NCI-H23, IGROV1, SK-OV-3, OVCAR-5, OVCAR-8, NCI-H522, NCI/ADR-RES
O=c1c2cc(-c3ccc(F)cc3F)ccc2n(O)c(=O)n1-c1cccc(C(F)(F)F)c1 is listed with nt, 32, -2.8*, 21, -14*, 42, 12, -14*, 3.2*
COc1cc(O)c(C(=O)O)c(OC)c1 is listed with 112, 108, 97, 106, 116, 106, 102, 97, 103
O=C(Oc1ccc2ccccc2c1)c1ccccc1 is listed with 100, 102, 112, 112, 109, 104, 106, nt, 110
c1ccc(CN(N=C(c2ccccc2)c2ccccc2)c2ccccc2)cc1 is listed with 95, 79, 82, 68, 95, 101, 99, 76, 101

(list continues)
SMILES	OVCAR-3	OVCAR-4	NCI-H23	IGROV1	SK-OV-3	OVCAR-5	OVCAR-8	NCI-H522	NCI/ADR-RES
COc1cc2c(cc1OCCCCn1c(-c3cc(=O)c4ccccc4o3)nc3ccccc31)N=C[C@@H]1CCCN1C2=O	111	108	101	-16*	109	111	106	67	110
COc1cc(Cl)cc(-c2nn(C(=O)NS(=O)(=O)c3cccc(Br)c3)cc2-c2ccncc2)c1	99	nt	85	81	80	91	25	80	95
NN1C(=O)c2cccc3c(-c4ccc(-c5nc6c7ccccc7c7ccccc7c6[nH]5)cc4)ccc(c23)C1=O	115	106	99	98	107	103	100	90	98
O=S(=O)(NCCCNc1nccc(-c2c(-c3cccc(F)c3)nc3occn23)n1)c1cccc(F)c1	88	73	88	67	85	105	77	64	84
COc1ccc(Cn2cc3c(c2-c2ccc(OC)cc2)CCc2c(CO)noc2-3)cc1	100	106	101	93	108	111	107	83	98
Cc1ccc2c(c1)[nH]c1ccccc12	103	92	96	113	108	97	97	108	104
COC[C@@H](C)n1c(C2CCOCC2)nc2c1C1C=C(OC)C(c3c(C)noc3C)=CC1N=C2 (some centres undefined)	29	43	49	39	40	70	57	-1.2*	43
Cc1ccc2oc(=O)cc(-c3c(C#N)c(N)n4nc(N)c(C#N)c4c3C#N)c2c1	104	102	95	96	98	100	100	101	96
COc1cccc(/C=N/NC(=O)C[N+](C)(C)C)c1OC	111	nt	97	108	105	98	101	81	104
COc1cc(-c2ccc(-c3ccc(C(=N)N)s3)s2)cc(OC)c1OC	3.4*	45	71	72	85	65	14	61	78
COc1ccc(-n2c(C(O)c3ccccc3)n[nH]c2=S)cc1 (centres undefined)	96	102	101	99	101	93	103	90	103
COc1ccc2c(c1)c(C#N)cc[n+]2C	33	84	97	101	104	98	87	98	102
N#C/C(=C\c1ccc(F)cc1)n1nnc2cc(F)c(F)cc21	111	114	92	103	91	96	97	80	105
O=C(Nc1ccccc1)C1CNCCS1 (centres undefined)	103	118	93	100	102	98	101	89	107
CS(=O)(=O)c1ccc(-c2[nH]c3ccccc3c2/C=N/O)cc1	104	96	93	91	80	99	91	83	106
Cc1ccc(C)c(S(=O)(=O)N2CCN(S(=O)(=O)c3cc(C)ccc3C)CC2)c1	106	109	93	99	101	105	99	89	95
COc1ccc(C2CC(c3cc(Cl)c(C)cc3O)=NN2c2ccc(S(N)(=O)=O)cc2)cc1OC (centres undefined)	62	65	46	20	65	51	60	41	41
O=C1c2cccc3cccc(c23)C(=O)N1CCCN[C@H]1CCC[C@@H]1NCCCN1C(=O)c2cccc3cccc(c23)C1=O	93	97	90	84	102	97	72	83	91
CN(C)CCCn1c2c(c3ncccc3c1=O)C(=O)c1ccccc1-2	57	62	55	44	70	47	31	34	43
COc1cc(OCc2cccc(-c3ccc(C(O)c4nccs4)cc3)c2C)cc(OC)c1CNCCNC(C)=O (centres undefined)	109	92	98	103	113	99	96	101	101
CN(C)CCc1c[nH]c2ccc(C[C@H]3COC(=O)N3)cc12	113	117	nt	104	107	101	106	102	108
CC(=O)N1N=C(c2ccc3c(c2)OCO3)CC1c1ccc(F)cc1 (centres undefined)	92	nt	88	67	100	91	93	nt	81
CC(O)CCC(C)[N+](=O)[O-] (centres undefined)	108	103	111	105	101	102	104	nt	111
O=[N+]([O-])c1ccc(OCc2ccccc2)c([N+](=O)[O-])c1	109	108	100	100	99	103	103	88	98
CCn1c(Sc2nnc(NC(=O)CCSC(=S)N3CCCC3)s2)nc2c1c(=O)n(C)c(=O)n2C	115	100	115	97	124	99	99	94	103

Later entries:
SMILES	OVCAR-3	OVCAR-4	NCI-H23	IGROV1	SK-OV-3	OVCAR-5	OVCAR-8	NCI-H522	NCI/ADR-RES
CCCCCS(=O)(=O)CCCCC	105	99	105	106	97	105	98	83	113
Cc1c(C(=O)NNC(=O)Nc2ccc(Cl)cc2)nnn1-c1ccc(Br)cc1	116	86	102	98	80	102	101	96	94
Cn1c(=O)c2[nH]c(N3CCCCC3)nc2n(C)c1=O	105	98	116	126	94	102	115	110	104
COc1ccc2c(c1)-c1c(c3cc(OC)ccc3n(CCN(C)C)c1=O)C2=O	6.8*	-28*	7.1*	-26*	29	46	4.5*	-11*	-1.9*
COC(=O)c1cc2c(C)cc(C)nc2[nH]1	105	102	95	99	96	106	94	99	99
Clc1ccc(SCc2cccc3ccccc23)cc1	100	94	89	73	85	91	98	86	102
Cc1ccc(C23CCC(=O)N2CCc2cncn23)cc1 (centres undefined)	113	108	97	94	93	96	97	88	107
CN(C)CCOc1ccc(Nc2nccc(NCc3ccco3)n2)cc1	93	81	85	87	101	90	90	81	105
COc1ccc(C)cc1NC(=O)ON=C1CCCCC1	119	97	110	124	116	113	104	nt	109
C=C1SC(=Nc2ccccc2Cl)N(C(=O)c2sc3ccccc3c2Cl)C1(C)C	40	30	37	297	59	92	61	92	32
CC(C)c1ccc(S(=O)(=O)Nc2sc3c(c2C(N)=O)CCC(=O)C3)cc1	110	99	100	106	105	96	106	92	107
COc1cc(C2=NN(C(C)=O)C(c3ccc(Oc4ccc(Br)cc4)cc3)C2)cc(OC)c1OC (centres undefined)	59	41	68	32	65	72	63	56	67
O=C1C2C3CC4C5C3C1C5C1(SCCS1)C42 (centres undefined)	102	107	94	115	104	124	99	91	100
COC(=O)C1=CCCCC(O)=C1C(=O)OC	110	105	104	102	101	107	113	99	111
S=C(Nc1ccc(Br)cc1)Nc1ccc(Br)cc1	32	64	30	90	103	101	56	39	44
O=[N+]([O-])c1cccc(-c2nc3sccn3c2-c2ccnc(NCCCNS(=O)(=O)c3ccc(Br)cc3)n2)c1	51	33	41	42	93	114	28	37	23
COc1ccc2nc(SCCC(=O)Nc3cc(OC)c(OC)c(OC)c3)n(-c3ccccc3C(F)(F)F)c(=O)c2c1	110	106	104	128	97	94	102	101	102
O=c1nc(NCCCC(O)(P(=O)(O)O)P(=O)(O)O)c(F)cn1C1CC(O)C(CO)O1 (centres undefined)	88	106	100	166	99	108	106	119	101
C#CCNC(=O)[C@]12CC[C@@H](C)[C@H](C)[C@@H]1C1=CC[C@@H]3[C@@]4(C)Cc5c([nH]c6ccccc56)C(C)(C)[C@@H]4CC[C@@]3(C)[C@]1(C)CC2	89	83	83	86	93	93	90	74	86
CCOc1ccc(N2C(=O)N(c3ccc(SC)cc3)C(=O)C2=S)cc1	104	112	94	106	105	101	111	79	104
OCCOCC(F)(F)F	109	100	104	113	113	96	116	110	106
CCCCCC/C=C\CCCCCCCCOc1cccc(CCOP(=O)(O)OCC[N+](C)(C)C)c1	85	98	96	76	93	95	86	77	100
Cn1cc(-c2cc3ncnc(Nc4ccc(NC(=O)Nc5cc(C(C)(C)C)on5)cc4)c3s2)cn1	55	41	29	20	20	30	44	32	62
Cc1ccc(/C=C2\COc3ccc(O)cc3C2=O)cc1	101	93	95	95	126	102	92	4.4*	101
Cc1ccccc1[C@H]1C(C(=O)c2ccc(Cl)cc2)C2(N[C@@H]1c1ccccc1)C(=O)Nc1ccc(Br)cc12 (some centres undefined)	-31*	15	-3.8*	13	33	5.1*	2.4*	-18*	-55*

At a glance, part of the list above.
SMILES	OVCAR-3	OVCAR-4	NCI-H23	IGROV1	SK-OV-3	OVCAR-5	OVCAR-8	NCI-H522	NCI/ADR-RES
CCOc1ccc(N2C(=O)N(c3ccc(SC)cc3)C(=O)C2=S)cc1	104	112	94	106	105	101	111	79	104
OCCOCC(F)(F)F	109	100	104	113	113	96	116	110	106
CCCCCC/C=C\CCCCCCCCOc1cccc(CCOP(=O)(O)OCC[N+](C)(C)C)c1	85	98	96	76	93	95	86	77	100
Cn1cc(-c2cc3ncnc(Nc4ccc(NC(=O)Nc5cc(C(C)(C)C)on5)cc4)c3s2)cn1	55	41	29	20	20	30	44	32	62
Cc1ccc(/C=C2\COc3ccc(O)cc3C2=O)cc1	101	93	95	95	126	102	92	4.4*	101
Cc1ccccc1[C@H]1C(C(=O)c2ccc(Cl)cc2)C2(N[C@@H]1c1ccccc1)C(=O)Nc1ccc(Br)cc12 (some centres undefined)	-31*	15	-3.8*	13	33	5.1*	2.4*	-18*	-55*

Following part:
SMILES	OVCAR-3	OVCAR-4	NCI-H23	IGROV1	SK-OV-3	OVCAR-5	OVCAR-8	NCI-H522	NCI/ADR-RES
CCCCc1nc2c(N)nc3ccccc3c2n1CC(C)C	72	64	48	69	84	78	83	61	63
CN(CCSSCCN1CCOCC1)C(=O)Oc1cc2c(c3ccccc13)[C@H](CCl)CN2C(=O)c1cc2cc(OCCCN3CCC3)ccc2[nH]1	-47*	-29*	-67*	-22*	-28*	-37*	-16*	-66*	-30*
CCOC(OCC)C(=O)c1ccccc1	100	nt	127	105	105	94	90	85	108
CCCCN(CCCC)Cc1cc(C)c(C)cc1C	107	118	97	97	111	105	95	84	95
c1ccc(C(=C(c2ccc(-c3ccccc3)cc2)c2ccc(-c3ccccc3)cc2)c2ccccc2)cc1	113	115	103	102	94	102	94	106	104
Cc1ccc(C(=O)CSc2nnc3sc(Nc4cccc(Cl)c4)nn23)cc1	113	103	103	99	90	92	100	96	100
CCCCOC(C)OC(CC)c1ccc2c(c1)OCO2 (centres undefined)	117	120	98	130	116	102	109	103	101
Cc1ccc(-c2cc(-c3cc4ccccc4nc3Cl)[nH]c(=S)n2)cc1	68	81	71	59	74	87	68	38	42
S=c1[nH]nc(CSc2ncnc3c2c(-c2ccccc2)c(-c2ccccc2)n3-c2cccc(Cl)c2)o1	97	94	89	88	77	100	100	94	102
CCCCC(O)CCC (centres undefined)	106	103	114	105	110	97	104	98	112
CC(C)c1ccc2c(c1)C(C)(C)CCC2(C)C	102	117	99	nt	103	94	108	93	99
O=C1Nc2cc(C(=O)N3CCOCC3)ccc2N2CCC[C@@H]12	102	101	91	106	101	104	101	73	100

Compound activity as filed in PubChem.
